Pf gametocyte = kills late stage P. falciparum gametocytes; P. falciparum stage V gametocytes, ATP luminescence, 24 h; inhibition, % at 10.9 µM; actives 0.065% (n = 150,000);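 active = inhibition above the mean plus 3 SD of compounds within the control limits, set per campaign, cut at about 38% in these data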;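 also: 0% = DMSO wells and 100% = medium only without gametocytes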
Rac1 mut GTP = human Rac1 activated mutant GTP binding change | P63000 | GST-Rac1 activated beads, fluorescent GTP binding, flow cytometry; actives lie on both sides; 100% means binding = to untreated wells | percent activity (GTP binding), % at 10 µM | actives 0.11% (n = 190,000);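 active = GTP binding at least 20 percentage points away from the 100% baseline, in either direction, so actives lie on both sides; inconclusive = Compound likely fluorescent itself, or too few beads counted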
Rac1 wt GTP bind = alters GTP binding to wildtype human Rac1; GST-Rac1 beads, fluorescent GTP binding, flow cytometry; actives lie on both sides; 0 = cold GTP competed, 100 = untreated; actives 0.27% (n = 190,000); AID 757; P63000; GTP binding activity (% of control), % at 10 µM;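 active = GTP binding activity at least 20 points away from the 100% control level, either lower or higher; inconclusive = compound flagged as likely green fluorescent, judged across all proteins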
Rab2 wt GTP = changes GTP binding to wildtype dog Rab2A, up or down. GST-Rab2 wt beads, Bodipy-GTP binding, flow cytometry. GTP binding activity, % at 10 µM. P61105. actives 0.19% (n = 190,000);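 active = GTP binding activity at least 20 points away from 100%, either lowered or raised; inconclusive = signal likely due to the compound's own green fluorescence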;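 also: 0% = beads with excess unlabeled GTP and 100% = no-compound control corrected for plate trend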
Mcl-1 Bim block = disrupts Bim peptide binding to human Mcl-1; Q07820; Bead-based flow cytometry, Bim peptide-Mcl-1 binding; inhibition, % at 10 µM; actives 0.1% (n = 190,000); AID 1009; in the data active = inhibition above about 40%;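 also: 0% = no compound tracer wells and 100% = peptide blocker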
RGS8-Gao reg = human RGS8-Galphao interaction regulation | P09471 | multiplexed bead flow cytometry, RGS8-Galphao binding; actives lie on both sides | response (percent of control binding), % at 10 µM | actives 0.34% (n = 220,000) | AID 1423; in the data active = response below about 60% or above about 140%; inactive = in between;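 also: Galphao activated as the GDP aluminium fluoride complex binding bead-coupled RGS8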
Target sequence (P09471 whole entry, looked up): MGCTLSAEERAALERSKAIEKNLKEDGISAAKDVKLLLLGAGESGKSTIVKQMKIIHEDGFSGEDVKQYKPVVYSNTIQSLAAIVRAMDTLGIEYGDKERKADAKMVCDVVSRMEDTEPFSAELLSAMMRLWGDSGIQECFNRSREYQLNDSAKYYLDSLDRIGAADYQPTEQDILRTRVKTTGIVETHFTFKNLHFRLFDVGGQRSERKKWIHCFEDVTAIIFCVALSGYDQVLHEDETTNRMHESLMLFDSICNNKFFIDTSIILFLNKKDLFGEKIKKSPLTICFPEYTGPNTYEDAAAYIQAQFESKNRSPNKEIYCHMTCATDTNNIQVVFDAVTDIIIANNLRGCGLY
Rab7 wt modul = modulators of GTP binding to dog Rab7 wildtype GTPase; GST-Rab7 beads, fluorescent GTP binding, flow cytometry; actives lie on both sides; untreated = 100%, excess cold GTP = 0%; GTP binding activity (percent of control), % at 10 µM; actives 0.055% (n = 190,000);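 active = fluorescent GTP binding to Rab7 beads changed by at least 20 points from the 100% baseline, either direction, mostly lower; inconclusive = compound itself probably fluorescent, or too few beads counted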;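 also: median green fluorescence of bound Bodipy-FL-GTP per Rab7 bead population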
Mcl1-Noxa inh = Mcl-1/Noxa interaction inhibition; Q07820; TR-FRET Mcl-1/Noxa peptide binding, 2 h; inhibition, % at 21.7 µM; actives 1.5% (n = 220,000); AID 1022;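 active = compounds that cut the protein-peptide binding signal by more than 50% relative to plate controls in a single-dose test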;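 also: His-tagged Mcl-1 with rhodamine Noxa BH3 peptide and terbium anti-His antibody; 0% = Mcl-1 plus Noxa peptide wells and 100% = peptide-only wells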
Cdc42 wt GTP = human Cdc42 wildtype GTP binding change, either direction | GST-Cdc42 beads, Bodipy-GTP binding, flow cytometry; actives lie on both sides | P60953 | actives 0.2% (n = 190,000) | AID 761 | percent activity (GTP binding), % at 10 µM;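 active = percent activity GTP binding at least 20 points away from the 100% baseline, either down as inhibitor or up as activator; inconclusive = compound flagged as likely green fluorescent from well-wide comparison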;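 also: median bead fluorescence of bound Bodipy-FL-GTP at 100 nM; 0% = excess unlabeled GTP control and 100% = no compound control; below 100% means less GTP binding so inhibitor and above means activator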
Target sequence (P60953 whole entry, looked up): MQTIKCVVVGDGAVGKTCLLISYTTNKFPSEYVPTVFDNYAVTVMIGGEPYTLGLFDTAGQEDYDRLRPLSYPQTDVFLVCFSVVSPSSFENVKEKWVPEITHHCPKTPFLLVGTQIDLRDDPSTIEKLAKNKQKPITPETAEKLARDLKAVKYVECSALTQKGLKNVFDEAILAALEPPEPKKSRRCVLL
HRas wt GTP = modulators of GTP binding to human HRas wildtype | P01112 | GST-Ras wt beads, Bodipy-FL-GTP binding, flow cytometry; actives lie on both sides | GTP binding activity, % at 10 µM | actives 0.14% (n = 190,000) | AID 759;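 active = GTP binding activity at least 20% away from the 100% baseline, either lowered as inhibitor or raised as activator; inconclusive = flagged as likely green fluorescent, judged across all proteins in the well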;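 also: 0% = unlabeled GTP competition control and 100% = no-compound control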
Target sequence (P01112 whole entry, looked up): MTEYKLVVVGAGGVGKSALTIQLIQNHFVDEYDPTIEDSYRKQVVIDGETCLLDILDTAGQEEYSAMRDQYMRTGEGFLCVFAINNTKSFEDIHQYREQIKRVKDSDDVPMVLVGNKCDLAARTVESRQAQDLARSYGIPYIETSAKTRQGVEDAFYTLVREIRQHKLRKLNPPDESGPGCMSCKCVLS
Mcl1-Bid inh = Mcl-1/Bid interaction inhibition | Q07820 | TR-FRET Mcl-1/Bid-Dy647 peptide binding, 1536-well | inhibition, % at 21.7 µM | actives 0.97% (n = 220,000) | AID 1021;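 active = compounds that cut the binding signal by more than half at the single screening dose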;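 also: His-tagged Mcl-1 with europium anti-His antibody binding Bid BH3 peptide; 0% = Mcl-1 plus peptide wells and 100% = peptide-only wells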
Starred values were filed as active, the others as inactive; ? = inconclusive; · = not tested or not shown.

Below each compound: Pf gametocyte	Rac1 mut GTP	Rac1 wt GTP bind	Rab2 wt GTP	Mcl-1 Bim block	RGS8-Gao reg	Rab7 wt modul	Mcl1-Noxa inh	Cdc42 wt GTP	HRas wt GTP	Mcl1-Bid inh
1) Cc1cc(C)cc(-n2ccnc2SCC(=O)Nc2ccc3c(c2)OCCO3)c1
    -50	100	104	100	0	98	98	-2	101	102	-8
2) O=C1C2C3C=CC(CC3)C2C(=O)N1/N=C/c1ccco1 (stereo not given)
    2	100	107	102	-1	102	111	-20	109	103	-17
3) O=C1CC(N2CCN(c3ncccn3)CC2)C(=O)N1CCc1ccccc1 (stereo not given)
    -6	93	98	95	3	101	94	7	95	95	-2
4) CN(CCC#N)C(=S)Nc1ccc(Oc2ccccc2)cc1
    -19	103	106	100	-6	101	99	4	103	102	-45
5) O=C(NCCOc1ccccc1)c1cncc(Br)c1
    ·	97	105	100	-69	98	100	-21	99	101	-60
6) O=S(=O)(Nc1cccc2[nH]ncc12)c1cccs1
    8	94	98	96	-2	99	98	22	96	96	-26
7) O=c1c(N2CCOCC2)nsn1Cc1ccccc1
    ·	97	100	100	0	100	102	9	100	100	-14
8) COc1ccc(C(=O)NCc2ccc3c(c2)OCO3)cc1
    -6	97	101	98	2	101	100	29	99	99	0
9) Cc1cc2cc(CCNC(=O)c3c(-c4ccccc4Cl)noc3C)c(=O)[nH]c2cc1C
    ·	100	104	96	2	100	100	8	99	100	13
10) Cc1ccc(-c2nn(-c3ccccc3)cc2/C=C/C(=O)OCC(=O)NC2CC2)o1
    ·	94	95	97	3	95	101	13	92	94	-42
11) Cc1ccc(C2=NNC(c3ccc(Cl)cc3)=Nc3ccccc32)o1
    ·	99	102	101	-3	99	106	11	103	103	-24
12) COC(=O)C1=C(C)N(Cc2ccc3c(c2)OCO3)C(=O)C1
    ·	94	101	97	0	97	99	12	96	96	-12
13) CCCCCCCCCCS(=O)(=O)N/N=C/c1ccc(O)cc1
    5	?	?	?	-4	101	?	3	?	?	-20
14) Cn1cc(/C=C2\SC(=S)N(NC(=O)c3ccccc3)C2=O)c2ccccc21
    -23	98	102	99	-5	100	101	-12	102	100	-5
15) CC(C)c1ccc(C(O)c2cnc(C(C)C)n2C)cc1 (stereo not given)
    ·	96	94	97	-1	104	98	19	97	98	-16
16) CC(=O)N/C(=C\c1ccccc1)C(=O)NCC(=O)O
    4	100	102	101	0	104	97	-12	104	100	6
17) CC(C)C(C(=O)O)N1CCS(=O)(=O)CC1 (stereo not given)
    13	97	96	96	0	102	91	2	99	97	-24
18) Cc1ccc(NC(=O)NC(=O)CSc2n[nH]c(N)n2)c(C)c1
    -20	?	?	?	0	100	?	13	?	?	-19
19) O=C(c1cnn(-c2ccc(Cl)cc2)c1)c1ccccc1O
    ·	94	98	93	-1	105	94	18	97	95	2
20) O=C(Cn1cnc([N+](=O)[O-])n1)NCc1ccccc1
    3	99	101	104	-2	99	99	7	103	104	0
21) CCN(CCNC(=O)C1CCN(c2nnc(-n3cccc3)s2)CC1)c1ccccc1
    ·	95	97	100	-2	105	102	20	99	98	-24
22) COc1ccc(NC(=O)CNc2ccc(C#N)cc2)cc1
    -11	92	95	96	0	106	94	16	94	95	-19
23) CCOC(=O)C1(C)NC(c2ccccc2F)C2C(=O)N(c3cccc(C(C)=O)c3)C(=O)C21 (stereo not given)
    ·	98	101	97	0	97	96	-20	100	97	14
24) Cc1ccccc1C(=O)NNC(=O)C(=O)Nc1cccc(Cl)c1C
    ·	99	99	98	0	102	98	1	100	97	-13
25) CN(CCOc1ccc(Cl)cc1)C(=O)c1ccc(S(=O)(=O)N2CCOCC2)cc1
    -5	95	100	98	1	99	96	5	97	99	-8
26) Cc1ccc(CN/C=C/C(=O)c2ccc(Br)cc2)cc1
    ·	90	90	91	-1	101	92	-6	94	94	-30
27) COCCCNc1nc2nonc2nc1N1C[C@H]2CC[C@H]1C2
    29	94	96	100	0	96	106	5	97	99	-20
28) CCn1c(/C=C/Nc2ccccc2)[n+](CC)c2ccc(C(=O)OCC(F)(F)F)cc21
    11	99	103	98	-1	99	103	13	99	98	2
29) CC(C)Sc1nnc(Nc2ccccc2)s1
    -2	102	113	104	-1	101	102	-9	110	104	-12
30) COc1cc2c(cc1OC)-c1n[nH]c(=S)n1C(C)(C)C2
    -19	96	95	96	0	97	97	34	95	97	-62
31) Cc1ccc(-c2csc3ncnc(-n4nnc5ccccc54)c23)cc1
    ·	98	104	100	-6	100	100	4	102	100	9
32) CCOc1ccccc1C(=O)N1CCN(c2cccc(Cl)c2)CC1
    14	95	99	100	0	100	98	-8	101	103	-24
33) c1ccc(Cc2ccc(OCCn3cncn3)cc2)cc1
    ·	91	91	92	0	99	97	0	93	94	-5
34) Cc1ccc(C)c(OCC(=O)Nc2ccc(S(=O)(=O)N3CCN(C)CC3)cc2)c1
    ·	98	104	96	-4	98	101	10	99	98	6
35) CC(=O)c1cn(CC(=O)NCc2ccc3c(c2)OCO3)c2ccccc12
    ·	104	111	104	0	102	103	11	105	102	-13
36) CCC(=O)Nc1ccc2c(c1)ncn2-c1ccc(C)cc1
    4	95	99	97	3	101	101	-8	95	97	-45
37) COc1cccc(-n2c(Cc3cc(=O)[nH]c(=O)[nH]3)nnc2SCC(=O)N2CCCCCC2)c1
    ·	101	104	101	-3	100	99	0	102	101	-12
38) Cn1nnnc1-c1cc(Cl)cc(Cl)c1
    4	97	99	101	1	100	103	-8	98	100	3
39) C#CCOCCOCCOCCNc1nc(N2CCN(C(=O)Cn3cc(CCCCN)nn3)CC2)nc(N2CCN(C(=O)[C@H](C)n3cc(CCCN=C(N)N)nn3)CC2)n1
    ·	99	102	98	-2	100	93	23	102	99	47
40) CCOC(=O)c1c(C)[nH]c(C(=O)Nc2ccc(NC(C)=O)cc2)c1C
    12	98	97	95	0	82	96	33	99	95	-16
41) COc1cc(C(=O)NC(=S)NC(C)C)cc(OC)c1OC
    6	100	102	99	-7	105	101	-18	104	99	-12
42) CCC(C)(c1ccc(C(=O)OC)s1)c1ccc(C(=O)OC)s1
    -14	101	102	100	1	103	100	5	100	100	-8
43) COC(=O)Nc1ccc(S(=O)(=O)N(C)CC(F)(F)C(F)F)cc1
    ·	100	102	101	1	103	103	1	101	103	-23
44) CC(=O)Nc1ccc(S(=O)(=O)N2CCN(Cc3cccnc3)CC2)cc1
    -13	100	102	96	-7	97	98	13	99	98	37
45) Cc1ccn2cc(CNS(=O)(=O)c3ccc(Cl)s3)nc2c1
    ·	95	101	97	0	101	98	8	95	97	-45
46) CCOCCOC(=O)c1ccc(NC(=O)c2cc(OC)c(OC)c(OC)c2Br)cc1
    -13	102	103	96	0	101	99	9	102	100	-3
47) CCOc1ccc(C(C)=O)cc1CN1C(=O)NC2(CCCCC2C)C1=O (stereo not given)
    ·	100	102	102	0	124	103	5	101	99	-18
48) O=C(Cc1csc(Nc2nc(=S)[nH]c3ccccc23)n1)NCc1ccccc1Cl
    -32	100	99	100	2	105	104	3	98	101	-13
49) CCC(C)(C)NC(=O)/C=C/c1ccc(OC)c(S(=O)(=O)N2CCOCC2)c1
    -11	99	106	100	0	98	100	25	100	103	-4
50) CCC(C(=O)N1CCOCC1)n1c(C(=O)OC)cc2occc21 (stereo not given)
    15	98	98	97	0	104	101	10	97	97	-33

The listing continues:
Below each compound: Pf gametocyte	Rac1 mut GTP	Rac1 wt GTP bind	Rab2 wt GTP	Mcl-1 Bim block	RGS8-Gao reg	Rab7 wt modul	Mcl1-Noxa inh	Cdc42 wt GTP	HRas wt GTP	Mcl1-Bid inh
51) CC1CCCC(NC(=O)COC(=O)c2ccc(S(=O)(=O)N3CCOCC3)cc2)C1C (stereo not given)
    -9	97	97	98	-1	99	96	-15	98	98	-31
52) O=C(CCC(=O)Nc1ccc(F)cc1)N/N=C/c1ccncc1
    -5	95	98	97	0	102	96	17	96	95	-29
53) CCc1nnc(NC(=O)C2(C)COC(c3ccccc3)OC2)s1 (stereo not given)
    17	93	97	98	5	99	109	12	96	98	-13
54) CCCNC(=O)Cn1c(=O)/c(=C\c2ccc(-c3cccc([N+](=O)[O-])c3)o2)s/c1=C\C(=O)C(C)(C)C
    ·	98	99	98	4	91	95	6	98	97	-10
55) Cc1ccc(NS(=O)(=O)c2cccc(C(=O)NCC3(N(C)C)CCCCC3)c2)cc1
    -13	98	104	102	-1	101	105	5	101	98	-14
56) CCNC(=S)Nc1ccc(N2CCCCC2)cc1
    17	98	103	100	-11	100	98	14	103	99	-27
57) N#Cc1ccc(OCCN2C(=O)NC3(CCSC3)C2=O)cc1 (stereo not given)
    -15	97	98	100	0	97	96	-58	100	98	-25
58) CCOC(=O)C1(C)NC(c2ccccc2F)C2C(=O)N(CC)C(=O)C21 (stereo not given)
    -4	95	101	99	-2	101	104	-12	100	98	-10
